aSyn rescue: qHTS of alpha-syn Inhibitors | AID 652106, 2013 | 370,000 compounds, 0.14% hits | Yeast expressing alpha-synuclein, growth rescue, BacTiter-Glo, 24 h | Potency, µM (series often up to 46.1 µM), inactives show at the highest dose growth rescue (activation), actives largely listed as activators; note: potency is the fitted concentration of half-maximal effect; % of control where 0% means no effect; nearly all actives have a fitted effect of over 65% in size
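Galactose-induced alpha-syn yeast (OD600=0.02, raffinose-pregrown) + pinned cpd, 24 hr, 30 deg C; growth by BacTiter-Glo luminescence. Growth restoration scores as activation.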
FUS suppressor: qHTS for Suppressors of FUS Proteinopathy: Primary screen using FUS-linked yeast assay; S. cerevisiae FUS-expressing, growth rescue, OD600, 24 h; Potency, µM (titrated, usually from 76.6 µM), inactives show at the highest dose growth rescue (activation), hits mostly activators; 390,000 compounds, 0.24% hits; AID 1347120, 2019;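 note: potency is the fitted concentration of half-maximal effect; plate controls were DMSO vehicle for no effect and reference control for full effect; nearly all actives have a fitted effect of over 55% in size; some results filed as inactive show a strong effect at the top dose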
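FUS-expressing yeast, raffinose-pregrown, induced in 2% galactose minimal medium at OD 0.005; compounds in a dilution series, 24hr at 30C. Growth restoration read as absorbance at 600 nm. CP55940 positive control, DMSO negative.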
EPAC2 antag: qHTS for Antagonist of cAMP-regulated guanine nucleotide exchange factor 2 (EPAC2): primary screen | Potency, µM (doses to about 114 µM), for inactives: at the top dose activity, negative = inhibition, hits mostly inhibitors | AID 720708, 2013 | EPAC2 GEF exchange of Rap1B-BODIPY-GDP, fluorescence | 360,000 compounds, 0.18% hits | Rap guanine nucleotide exchange factor 4 (Homo sapiens), Q8WZA2; note: potency is the fitted concentration of half-maximal effect; % is set by controls: 0 for no effect and ±100 for the full control effect; nearly all actives have a fitted effect of over 45% in size; many of its hits are not listed in these tables
TDP-43 yeast inh: qHTS of TDP-43 Inhibitors | TDP-43 expressing yeast growth rescue, BacTiter-Glo, 24 h | Potency, µM (highest dose often 46.1 µM), without a hit: at the highest dose growth rescue (activation), usual class: activators | 410,000 compounds, 1.8% hits; note: potency is the fitted concentration of half-maximal effect; % of control where 0% means no effect; nearly all actives have a fitted effect of over 50% in size
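Yeast cells expressing TDP-43 under galactose induction are exposed to compounds for 24 hr at 30 deg C. BacTiter-Glo luminescence measures growth, so protective compounds score as activators.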
Abeta rescue: qHTS for compounds that reverse cellular toxicity of Amyloid beta (A-beta) peptide in yeast: Primary Screen | yeast expressing A-beta42, growth rescue, OD600, 48 h; response scale: 0% DMSO, 100% iron-clioquinol control | Potency, µM (highest dose often 46.1 µM), for the others: at the highest dose growth rescue, most hits filed as activators | 410,000 compounds, 0.063% hits | AID 1347071, 2019; note: potency is the fitted concentration of half-maximal effect; nearly all actives have a fitted effect of over 55% in size
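Yeast A-beta toxicity model in growth medium with pinned compounds, 48 h at 30 C; growth read as absorbance at 600 nm. Normalized to FeCl3/clioquinol equimolar mix (positive) and DMSO (negative).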
D3 ag: qHTS of D3 Dopamine Receptor Agonist: qHTS; D3R DiscoveRx beta-arrestin cells, luminescence, 90 min; max activation, %; 410,000 compounds, 0.58% hits; in the data active = max activation above about 30%; note: 0% is about no effect; mostly tested at two doses, the higher about 12 µM
Target sequence (P35462 whole entry, looked up): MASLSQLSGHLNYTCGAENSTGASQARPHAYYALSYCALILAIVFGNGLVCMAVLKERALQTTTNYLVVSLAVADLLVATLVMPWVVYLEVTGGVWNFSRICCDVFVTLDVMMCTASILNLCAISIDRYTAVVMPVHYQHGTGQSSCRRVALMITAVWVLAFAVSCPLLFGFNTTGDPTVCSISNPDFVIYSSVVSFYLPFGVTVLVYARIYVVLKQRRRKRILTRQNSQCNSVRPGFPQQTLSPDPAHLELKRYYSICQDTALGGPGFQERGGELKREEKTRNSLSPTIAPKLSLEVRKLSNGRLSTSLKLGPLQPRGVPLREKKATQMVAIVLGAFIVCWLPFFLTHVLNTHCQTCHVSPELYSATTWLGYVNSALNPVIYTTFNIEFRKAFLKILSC
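Agonist-mode cell screen: cells plated at 1500/well and incubated overnight at 37 °C, then exposed to library compounds for 90 min at 37 °C. Detection reagent was added for 30–60 min at room temperature, and luminescence was read.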
EPAC2 ag: qHTS for Agonist of cAMP-regulated guanine nucleotide exchange factor 4 (EPAC2): primary screen | 360,000 compounds, 0.079% hits | Potency, µM (highest dose often 154 µM), inactives show at the top dose activation, most hits filed as activators | AID 720711, 2013 | EPAC2 activation, biochemical qHTS; response scale: 100% = 6.5 mM cAMP response | Rap guanine nucleotide exchange factor 4 (Homo sapiens), Q8WZA2; note: potency is the fitted concentration of half-maximal effect; nearly all actives have a fitted effect of over 50% in size
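Exchange assay: 100 nM EPAC2 with 250 nM Rap1B-BODIPY-GDP and 50 uM GDP. Fluorescence (ex 480/em 540 nm) read every 5 min for 30 min at room temperature. Data normalized to 6.5 mM cAMP as agonist control.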
DRD3 antagonist: qHTS of D3 Dopamine Receptor Antagonist: qHTS; D(3) dopamine receptor (Homo sapiens), P35462; D3R cells, DiscoveRx beta-arrestin luminescence, antagonist mode; hits give low values; max response, negative = inhibition, %; 360,000 compounds, 2.5% hits; in the data active = max response below about -50%; inconclusive = no clear call, values can overlap the other calls; note: % is set by controls: 0 for no effect and ±100 for the full control effect; mostly tested at two doses, the higher about 12 µM
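Cells expressing the human receptor were seeded at 1500 cells/well, incubated overnight at 37 degrees C in 5% CO2, then exposed to library compounds with dopamine controls for 90 minutes at 37 degrees C before luminescent detection.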
An asterisk follows results filed as active; u = inconclusive; x = not tested or not shown; & = joins results of further samples; [ ] = dose if it differs, or a comment. Unless noted, calls come from the whole dose curve; as a rule, active = well fitted curve in the direction sought with a large enough effect; inconclusive = small, poorly fitted or top-dose-only effect, or another doubt; inactive = no such curve, though single readings can be large; an effect the other way counts as inactive or inconclusive. A portion of the library; count on the stated rates, not on these rows.

mol	aSyn rescue	FUS suppressor	EPAC2 antag	TDP-43 yeast inh	Abeta rescue	D3 ag	EPAC2 ag	DRD3 antagonist
COc1ccccc1N1CCN(C(=S)Nc2ccccc2)CC1	10%&9%	22%&25%	0%&-5%	u	u	-7&-7	0%&5%	0&-15
CCOC(=O)c1cc(-c2ccccc2)n(CCC(=O)NC2CCCCC2)c1C	x	1%	x	-6%	-12%	-17	x	x
O=C(Nc1nnc(SCC(=O)N2CCOCC2)s1)C1CC(=O)N(c2ccc(F)cc2)C1 (stereo not given)	0%	u	4%	12%	11%	-1	4%	3
CC/C(Cc1ccccc1)=N/NC(=O)c1cccc(Br)c1	0%	-8%	5%	11%	13%	-5	3%	2
Cc1ccc(Cn2c(SCC(=O)C(C)(C)C)nc3ccsc3c2=O)cc1	x	u	x	22%	1%	-2	x	x
O=C(NC1CCCCCC1)C1c2ccccc2C(=O)N1Cc1cccnc1 (stereo not given)	1%	10%	4%	-13%	13%	1	-6%	5
Cc1ccc(S(=O)(=O)N2C(=O)[C@@H]3Cc4ccccc4CN3C2=O)cc1	-18%	24%	11%	10%	-25%	-15	8%	-16
COCCc1ccc(OC2(C)CCN(Cc3cccc(OC)c3OC)C2)cc1 (stereo not given)	2%	-8%	-12%	16%	-1%	-10	6%	17
O=[N+]([O-])c1ccc(-c2csc(N3CCCCCC3)n2)cc1	-12%	-4%	-1%	5%	11%	2	4%	22
COc1cccc(C2C(C(C)=O)=C(O)C(=O)N2CCc2c[nH]c3ccccc23)c1 (stereo not given)	-1%	u	-9%	-4%	-20%	2	5%	u
O=C(CCN1C(=O)c2ccccc2C1=O)Nc1ccc(F)cc1F	-4%	17%	15%	-4%	-3%	10	9%	4
O=C(COC(=O)c1ccc(O)cc1O)NC1CCCCCC1	-2%	-5%	2%	12%	-4%	-3	11%	-23
C/C(=C/c1ccccc1)C(=O)N1CCN(c2ccccc2F)CC1	10%	0%	-15%	u	-1%	4	-1%	6
O=C(Nc1ccc(F)cc1)c1ccc(CSc2ccccc2)o1	-12%	13%	0%	16µM*	-11%	-1	9%	-15
CCOC(=O)C1CCCN(S(=O)(=O)c2ccc3c(c2)C(C)(C)C(=O)N3C)C1 (stereo not given)	-8%	-13%	6%	9%	-1%	-2	-1%	-8
CCCCN(C)C(=O)C1CCN(Cc2ccccn2)CC1	0%	3%	4%	15%	5%	-1	1%	-26
CC1(C)CC(=O)CC(=Nc2ccc(C(=O)O)cc2)C1	0%	11%	2%	-2%	24%	1	4%	0
CCc1nnc(NC(=O)CSc2nnc3ncccn23)s1	4%	1%	7%	-13%	16%	0	5%	4
CC1CN(S(=O)(=O)c2cccc(C(F)(F)F)c2)C(C)N1C(=O)N1CCOCC1 (stereo not given)	2%	4%	u	-16%	1%	-1	-2%	6
O=C(Nc1ccccn1)c1ccc2c(c1)OCO2	-11%	17%	4%	x	-15%	10	-1%	0
CCc1nnc(NS(=O)(=O)c2ccc(NC(=O)c3cccc(OC)c3)cc2)s1	-3%	18%	-1%	17%	9%	5	10%	4
CC1CCN(C2=NC(=O)/C(=C/c3cn[nH]c3-c3ccccc3)S2)CC1	5%	-20%	10%	28%	5%	1	-17%	4
CS(=O)(=O)N(CC(=O)NCCSc1ccccc1)c1cc(C(F)(F)F)ccc1Cl	x	26%	x	12%	5%	2	x	x
O=C(Nc1cccc(NC(=O)c2ccc(-c3ccc(Br)cc3)o2)c1)c1ccccc1	1%	-3%	0%	-6%	13%	-19	11%	0
CC1(C(=O)NNC(=O)c2ccc(=O)oc2)CC1Br (stereo not given)	0%	36%	21%	-7%	-19%	-4	7%	-15

Reformatted: entries from further up
canonical_smiles: Cc1ccc(S(=O)(=O)N2C(=O)[C@@H]3Cc4ccccc4CN3C2=O)cc1
  aSyn rescue: -18%
  FUS suppressor: 24%
  EPAC2 antag: 11%
  TDP-43 yeast inh: 10%
  Abeta rescue: -25%
  D3 ag: -15
  EPAC2 ag: 8%
  DRD3 antagonist: -16

canonical_smiles: COc1ccccc1N1CCN(C(=S)Nc2ccccc2)CC1
  aSyn rescue: 10%&9%
  FUS suppressor: 22%&25%
  EPAC2 antag: 0%&-5%
  TDP-43 yeast inh: u
  Abeta rescue: u
  D3 ag: -7&-7
  EPAC2 ag: 0%&5%
  DRD3 antagonist: 0&-15

Next part:
mol	aSyn rescue	FUS suppressor	EPAC2 antag	TDP-43 yeast inh	Abeta rescue	D3 ag	EPAC2 ag	DRD3 antagonist
C/C(=N\NC(=S)NCc1ccccc1)c1cccc(Br)c1	4%	10%	-6%	0%	22%	4	4%	9
Cc1ccc2cc3cc(C(=O)N4CCN(c5ccccc5)CC4)oc3nc2c1	x	-10%	x	19%	2%	5	x	x
CCC(=O)Nc1ccc(S(=O)(=O)N2CCC(c3nc4ccccc4[nH]3)CC2)cc1	-4%	19%	4%	10%	5%	1	7%	-4
CN1CCN(CC(=O)n2c3c(c4ccccc42)CCCC3)CC1	0%	15%	-6%	-25%	7%	-5	1%	u
O=C(NCc1ccccn1)c1cc2ccccn2n1	-1%	-3%	4%	20%	-6%	0	8%	10
CCN(CC)CCCNC(=O)c1cc(-c2ccc3c(c2)OCO3)on1	-2%	3%	2%	-8%	-23%	0	0%	-26
COC(=O)c1c(-c2ccc(SC)cc2)sc2ccc(OC)cc12	-2%	-27%	u	-3%	-20%	38*	9%	16
O=C(Cc1ccc(F)cc1)c1ccc(O)cc1O	7%	3%	-2%[57.1 µM]	13µM*	-35%[inhibitor]	3	3%	14
Fc1cccc(/C=N/Nc2nccnc2Cl)c1	3%	-2%	-10%	3%	-7%	0	11%	11
O=C1c2ccccc2C(=O)N1CCOc1cccc(Br)c1	16%	x	0%	6%	-4%	-11	-4%	13
COC(=O)c1ccc(NC(=O)COC(=O)c2nc3nccc(C)n3n2)cc1	-2%	4%	3%	17%	-6%	8	5%	14
CCN1/C(=C2\C(=O)N(C)C(=S)N2C)C=Cc2cc(OC)ccc21	-8%	-13%	-14%	-40%[inhibitor]	-29%	5	8%	3
CCOC(=O)c1ccc(NC(=O)Nc2cc(C)on2)cc1	-9%	10%	-3%	7%	-4%	6	-13%	17
Cc1cccc(C)c1NC(=O)C1c2ccccc2OCC(=O)N1Cc1cccnc1 (stereo not given)	6%	-15%	-7%	0%	1%	3	4%	16
CC[C@H](C)[C@@H](NC(=O)O[C@@H]1C(=O)c2cc(Br)ccc2O[C@H]1c1cccc(OC)c1)C(=O)OC	12%	u	-10%	0%	4%	-19	-1%	-2
COc1cccc(NC(=S)N(CCCN2CCCC(C)C2)Cc2cccs2)c1 (stereo not given)	2%	7%	12%	7%	-12%	-11	-8%	-80*
c1ccc(C2=NNC(=NC3CC3)SC2)cc1	-19%	-15%	4%	-24%	-13%	-8	7%	-22
Cc1cccc(N2CCN(Cc3c(C)n(C)n(-c4ccccc4)c3=O)CC2)c1C	-8%	27%	16%	-11%	-3%	-13	-2%	-22
COc1ccc(N2CCN(Cc3cccn3-c3nnc(N4CCN(C5CCCCC5)CC4)s3)CC2)cc1	3%	6%	x	17%	1%	-7	x	x
Cc1cc(C(=O)Nc2ccccc2C(F)(F)F)no1	1%	8%	10%	-20%	-13%	-10	4%	-21
Cc1ccc(NC(=O)CN(C)S(=O)(=O)c2ccc3[nH]c(=O)oc3c2)c(C)c1	-6%	27%	13%	-14%	10%	-17	-3%	-5
CC(C)CCN(CCC(C)C)C(=O)Cc1c(O)c2ccccc2[nH]c1=O	-3%	16%	0%	-12%	x	-15	-2%	-19
CC(C)Oc1ccc(CNC(=O)C2CCCN(S(=O)(=O)c3ccc4c(ccn4C)c3)C2)cc1 (stereo not given)	x	-9%	x	21%	-10%	3	x	x
Cc1csc(SCC(=O)Nc2cccc(C)c2C)n1	3%	x	-4%	u	-5%	2	4%	3
CCOc1ccc(CCNC(=O)c2cc3c(=O)n(C)c4ccccc4c3n2C)cc1	x	-12%	x	9%	0%	2	x	x

Later entries:
mol	aSyn rescue	FUS suppressor	EPAC2 antag	TDP-43 yeast inh	Abeta rescue	D3 ag	EPAC2 ag	DRD3 antagonist
CN(CC(=O)Nc1ccc(F)c(F)c1)S(=O)(=O)c1cccs1	-1%	-33%	2%	-5%	0%	0	3%	1
CN(C)CCCN(C(=O)c1ccc(S(=O)(=O)N(C)C)cc1)c1nc2cc3c(cc2s1)OCO3	0%	19%	-12%	-17%[0.397 µM]	-4%	5	-1%	0
CSCCC(NC(=O)C1CCC(C)CC1)C(=O)NCc1ccco1 (stereo not given)	3%	8%	-3%	7%	7%	0	3%	3
Cc1ccccc1NC(=O)C1CCN(C(=O)NC2CCCCC2)CC1	-4%	-6%	4%	-16%	-14%	-4	-8%	-6
Cc1ccccc1NC(=O)CC1SC(=Nc2ccc(O)cc2)NC1=O (stereo not given)	0%	0%	-4%	11%	-4%	-2	-4%	-2
O=C(c1ccco1)N1CCN(S(=O)(=O)c2ccc(S(=O)(=O)NC3CC3)cc2)CC1	-3%	13%	8%	-10%	6%	3	5%	-4
Cc1nc2ncnn2c(C)c1Cc1cccc(F)c1	2%	-24%	12%	13%	-10%	14	2%	9
CCOC(=O)/C=C1/SCC(=O)N1CC(=O)NC12CC3CC(CC(C3)C1)C2	-6%	34%	10%	-21%	-3%	-26	-13%	7
Cc1cccc(CSCc2ccc(C(=O)NC3CCCC3)o2)c1	1%	18%	-2%	-4%	5%	-7	-4%	16
COc1ccc(S(=O)(=O)NCCCCCC(=O)O)cc1C(=O)O	0%	-21%	12%	12%	u	17	7%	4
COc1ccc2nc(NC(=O)CSc3n[nH]c(N)n3)sc2c1	-2%	20%	-8%	-14%	-2%	8	13%	1
CCc1ccccc1N(CC(=O)NC1CCCCC1)C(=O)CCCC(=O)Nc1ccccn1	1%	0%	-28%	u	8%	1	-5%	4
Cc1ccc(Oc2ccccc2NC(=O)CSCC(=O)Nc2cc(C)on2)cc1	7%	25%	-7%	u	-4%	5	4%	26
COc1ccc([C@H]2[C@H]3C=CC[C@@H](C)[C@@H]3C(=O)N2Cc2ccccc2)cc1Cl	27%	u	u	u	21%	-11	14%	u

Compound activity: PubChem, National Center for Advancing Translational Sciences (NCATS)
